NRP1-CendR mod – alters CendR peptide binding to human NRP-1; hit rate 0.85% among 360,000; inhibition, % at 25 µM; AID 602438; FAM-RPARPAR peptide binding to NRP-1, fluorescence polarization;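 active = inhibition or corrected inhibition above about 18%, plus a signal ratio from 0.5 to 1.5, limit read from the data, passing the limit was not always enough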; note: strong numbers were not always called active
FAS TE block – inhibitors of human fatty acid synthase thioesterase domain. P49327. recombinant FAS-TE, OMFH fluorogenic substrate, fluorescence endpoint. inhibition, % at 15 µM. hit rate 0.67% among 360,000;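 active = compounds whose normalised, plate-corrected inhibition of enzyme fluorescence in the single-dose primary screen is 50% or more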;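 note: 0% = DMSO with enzyme and 100% = substrate without enzyme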
MLLE-PAM2 inh – blocks PAM2 peptide binding to the PABP1 MLLE domain; GST-MLLE / FITC-PAM2 fluorescence polarization; P11940; hit rate 0.36% among 360,000; inhibition, % at 20 µM; AID 588489; in the data active = inhibition above about 35%, passing the limit was not always enough;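 note: plate controls were DMSO wells with GST-MLLE for no effect and wells lacking GST-MLLE protein for full effect; some results filed as inactive read as strong as hits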
Target sequence (P11940 whole entry, looked up, the tested form may be a part): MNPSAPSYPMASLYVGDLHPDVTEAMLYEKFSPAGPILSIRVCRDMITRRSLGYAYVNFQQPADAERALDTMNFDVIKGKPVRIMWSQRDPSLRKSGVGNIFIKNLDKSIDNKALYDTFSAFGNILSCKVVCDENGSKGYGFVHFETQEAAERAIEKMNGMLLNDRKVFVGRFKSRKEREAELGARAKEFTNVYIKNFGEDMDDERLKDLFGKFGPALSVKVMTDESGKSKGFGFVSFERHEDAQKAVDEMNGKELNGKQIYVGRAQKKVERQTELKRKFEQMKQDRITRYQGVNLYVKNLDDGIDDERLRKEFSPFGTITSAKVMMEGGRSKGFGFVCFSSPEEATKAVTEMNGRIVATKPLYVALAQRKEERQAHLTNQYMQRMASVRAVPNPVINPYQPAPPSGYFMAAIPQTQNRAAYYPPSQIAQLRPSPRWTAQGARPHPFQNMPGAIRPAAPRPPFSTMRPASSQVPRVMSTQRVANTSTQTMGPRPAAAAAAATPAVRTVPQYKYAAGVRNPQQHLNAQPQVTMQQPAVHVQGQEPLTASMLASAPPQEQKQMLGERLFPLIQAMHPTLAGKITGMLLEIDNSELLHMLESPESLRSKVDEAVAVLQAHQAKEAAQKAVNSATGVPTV
Rin1 Abl inh – blocks binding of human Rin1 to Abl; hit rate 0.4% among 360,000; inhibition, % at 7.35 µM; AID 588664; P00519+Q13671; TR-FRET Rin1/Abl binding, biochemical; in the data active = inhibition above about 5%, passing the limit was not always enough
MT1-MMP act inh – blocks activation of human MT1-MMP; HT1080 RFP-PRO-GFP cells, GFP/RFP ratio fluorescence, overnight; percent of plate control window, DMSO zero; hit rate 0.061% among 360,000; GFP/RFP ratio change, % at 20 µM;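 active = GFP/RFP ratio change of at least 30% with cell ATP level not reduced by more than half and red fluorescence within 50% of control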; note: strong numbers were not always called active
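Assay system – RFP-PRO-GFP reporter HT1080 cells · Compound dosing – single dose of 20 µM compound, 1% DMSO final · Incubation – overnight compound exposure at 37 °C · Measure – GFP/RFP fluorescence ratio · Benchmarks – DMSO wells and RFP-L50D-GFP cells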
MsrA act – activators of bovine methionine sulfoxide reductase A; hit rate 0.3% among 360,000; activation, % at 10.6 µM; purified bovine MsrA, absorbance read-out; in the data active = activation above about 7.5%;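 note: 0% = vehicle and 100% = reference activator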
Neddyl block – inhibitors of human cullin neddylation | P61081+Q13564 | TR-FRET cullin neddylation, biochemical | calls only at 25 µM | hit rate 0.58% among 360,000 | AID 651699; in the data active = inhibition above about 36%
SKN-1 block – C. elegans SKN-1 inhibition. inhibition, % at 21.8 µM. hit rate 0.49% among 360,000. C. elegans VP596 Pgst-4::GFP/RFP ratio, acrylamide-induced, 24 h;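 active = interference check ratio from 0.5 to 1.5 plus GFP to RFP signal ratio inhibition reaching or exceeding a fixed threshold, cut at about 30% in these data, passing the limit was not always enough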; note: some compounds called inactive have numbers as strong as hits
eLon inh – inhibitors of E. coli Lon protease; P0A9M0; purified E. coli Lon protease, fluorescence polarization; inhibition, % at 7.94 µM; hit rate 0.42% among 360,000; AID 602123; in the data active = inhibition above about 13%, passing the limit was not always enough;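 note: 0% = enzyme with probe and DMSO and 100% = no enzyme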
* hit, by the source's call; i = inactive; . = not tested or not shown; + = active, no number.

nr	canonical_smiles	NRP1-CendR mod	FAS TE block	MLLE-PAM2 inh	Rin1 Abl inh	MT1-MMP act inh
1	O=C(NCC1CCCO1)c1cn(Cc2ccccc2Cl)nc1-c1ccccc1 (centres undefined)	2.5	-3.4	8.5	-2.2	1.2
2	Cn1nc(C(=O)Nc2sccc2C(N)=O)ccc1=O	-1.3	-7.2	-29.3	-3.4	4.0
3	NS(=O)(=O)c1cccc(NC(=O)CN2CCC(Cc3ccccc3)CC2)c1	5.8	-3.4	0.8	-1.3	4.8
4	O=C(CN1CCN(C(=O)c2ccc(-c3nc4ccccc4s3)o2)CC1)Nc1cccc(F)c1	7.6	-6.4	-12.7	4.0	0.0
5	CCOC(=O)c1ccc(S(=O)(=O)N2CCNCC2)cc1	7.2	-8.0	-0.7	-0.5	-0.1
6	CC1CCC(NC(=O)CSc2nnnn2C)CC1 (centres undefined)	13.5	-4.9	0.2	4.2	0.2
7	CC(C)(C)NC(=O)C(=O)NNC(=O)c1ccco1	4.5	-2.0	-1.8	1.4	-5.4
8	CSc1ccccc1NC(=O)CN(C)C(=O)C(C)SCc1nc2sc(C)c(C)c2c(=O)[nH]1 (centres undefined)	-1.9	-2.5	9.4	2.8	-5.6
9	COc1cccc(C(=O)NCC(=O)N/N=C/c2cccnc2)c1	6.2	-9.2	1.7	1.4	1.6
10	COc1ccccc1N1CCN(S(=O)(=O)CCNC(=O)C2CC2)CC1	-3.0	-6.0	-11.5	0.7	3.4
11	CCOC(=O)c1ccccc1NC(=O)CSc1ccc(-c2cccnc2)nn1	-10.1	5.1	13.5	0.4	-4.0
12	Cc1cc(C(=O)N/N=C(\CCC(=O)O)c2cccs2)c2ccccc2n1	-9.6	-3.8	15.6	-1.9	-0.7

nr	MsrA act	Neddyl block	SKN-1 block	eLon inh
1	-1.1	i	-9.1	5.1
2	-14.1	i	-16.6	-0.3
3	-1.6	i	5.6	-4.8
4	-10.5	i	-11.2	-6.7
5	-12.3	i	-17.5	-6.0
6	-2.3	i	-0.6	-9.6
7	-1.7	i	0.9	6.8
8	-1.0	i	3.1	1.5
9	-6.6	i	-5.2	4.3
10	-6.6	i	9.8	4.8
11	-5.4	i	-14.2	-3.6
12	-5.7	i	3.3	0.3

Compound profiles, from the list above. Order of screens: NRP1-CendR mod | FAS TE block | MLLE-PAM2 inh | Rin1 Abl inh | MT1-MMP act inh | MsrA act | Neddyl block | SKN-1 block | eLon inh
CSc1ccccc1NC(=O)CN(C)C(=O)C(C)SCc1nc2sc(C)c(C)c2c(=O)[nH]1 (centres undefined) in the list: -1.9 | -2.5 | 9.4 | 2.8 | -5.6 | -1.0 | i | 3.1 | 1.5
CCOC(=O)c1ccccc1NC(=O)CSc1ccc(-c2cccnc2)nn1 in the list: -10.1 | 5.1 | 13.5 | 0.4 | -4.0 | -5.4 | i | -14.2 | -3.6

Additional entries follow.
nr	canonical_smiles	NRP1-CendR mod	FAS TE block	MLLE-PAM2 inh	Rin1 Abl inh	MT1-MMP act inh
13	CC(=O)Nc1ccc(NS(=O)(=O)c2ccc3[nH]c(=O)[nH]c3c2)cc1	-3.3	-0.6	-3.7	2.1	4.0
14	O=C(Cn1cc([N+](=O)[O-])ccc1=O)NCc1ccc(Cl)cc1Cl	14.1	56.1*	1.0	-3.1	2.2
15	COc1cc(SC)ccc1C(=O)Nc1nc(C)cc(C)n1	-17.6	0.6	1.4	-1.0	3.0
16	CN(Cc1ccccc1)C(=O)c1cccc(NC(=O)Cc2ccc(NC(=O)C3CCN(C(=O)CCc4ccccc4)CC3)cc2)c1	-6.2	8.9	-4.8	-0.5	4.9
17	Cc1ccc(C2(c3noc(CN(C)Cc4cccnc4)n3)CCCC2)cc1	-0.7	3.9	0.2	3.9	-2.7
18	COc1ccc(-c2nnn(CC(=O)c3ccc4c(c3)OCCO4)n2)cc1OC	8.0	1.8	-6.4	-1.7	4.5
19	COC(=O)C1=C(CN2CCc3ccccc32)NC(=O)NC1c1cc(C)ccc1C (centres undefined)	-24.2	2.0	-18.8	-1.3	18.1
20	COc1cc(/C=C/C(=O)OCC(=O)N2CCN(S(=O)(=O)c3ccc(C)cc3C)CC2)ccc1O	-5.5	5.1	-15.0	-4.0	-3.0
21	CC(C)CC1NC(=O)c2cc3ccccc3cc2-n2c1nc1ccc(F)cc1c2=O (centres undefined)	-19.6	17.5	-2.6	-0.4	-5.0
22	CCCC(C)c1nnc(NC(=O)C(=O)OCC)s1 (centres undefined)	6.7	-8.9	36.3	4.0	-2.6
23	CCOC(=O)CCCCCC(=O)Nc1ccc2c(c1)C(=O)N([C@H](C)CO)C[C@@H](C)[C@H](CN(C)S(=O)(=O)c1cn(C)cn1)O2	6.2	-5.2	-3.0	4.1	6.0
24	O=C(Nc1nncs1)c1cccc(S(=O)(=O)N2CCOCC2)c1	0.4	-9.0	13.9	-4.8	1.8

nr	MsrA act	Neddyl block	SKN-1 block	eLon inh
13	-9.4	i	-17.2	2.8
14	-2.6	i	1.4	-11.4
15	-6.0	i	0.3	3.1
16	2.3	i	7.2	-1.3
17	-3.0	i	4.0	-5.5
18	-7.3	i	-4.6	-8.2
19	-3.9	i	19.5	-5.8
20	-3.1	+	4.0	-11.4
21	-0.8	i	-14.9	10.5
22	-8.2	i	1.1	-2.8
23	-3.3	i	2.1	-3.5
24	-9.2	i	-20.3	-2.9

Later entries
nr	canonical_smiles	NRP1-CendR mod	FAS TE block	MLLE-PAM2 inh	Rin1 Abl inh	MT1-MMP act inh
25	CCc1c(C)sc(NC(=O)Cc2ccccc2C)c1C(=O)N1CCOCC1	13.3	0.1	27.4	1.3	-3.4
26	CS(=O)(=O)c1ccc(C(=O)OCC(=O)NC23CC4CC(CC(C4)C2)C3)cc1[N+](=O)[O-]	13.5	23.6	-22.1	6.6	-5.7
27	CC(C)COc1ccc(-c2nn(-c3ccccc3)cc2C(=O)Nc2nccs2)cc1	-3.5	22.2	5.6	1.2	-9.0
28	CN(C(=O)COC(=O)COc1ccc2ccccc2c1)c1c(N)n(Cc2ccccc2)c(=O)[nH]c1=O	1.0	-0.5	-1.9	0.7	6.6
29	COc1ccc(CCN2CC(C(=O)NCCc3ccccc3C)CCC2=O)cc1 (centres undefined)	8.1	-6.4	1.3	-0.9	2.4
30	CS(=O)(=O)N(CCc1ccccc1)CC(=O)NCc1ccccc1	2.8	1.7	-43.1	-2.6	7.8
31	CCOc1ccc(NC(=O)C2CCCN(S(=O)(=O)c3cnc[nH]3)C2)cc1 (centres undefined)	6.0	-9.2	8.1	2.2	0.5
32	NNC(=O)COc1cccc(C(F)(F)F)c1	1.5	1.8	-1.9	-0.9	-7.8
33	O=C(CCC(=O)N1CCN(S(=O)(=O)c2ccccc2Cl)CC1)c1ccccc1	-2.8	-5.2	7.5	0.0	1.8
34	COc1ccc(OC)c(NC(=O)CNC(=O)Cn2c(C)cc3ccccc3c2=O)c1	-6.7	-1.0	-4.3	0.2	1.3
35	COc1ccc(NC(=O)CN(C)CC(=O)NCc2ccc(C)cc2)cc1	-7.7	-0.5	1.0	3.9	-0.8
36	COc1ccccc1N1CCN(C2CC(=O)N(c3cccc(Cl)c3)C2=O)CC1 (centres undefined)	7.7	1.9	2.3	-1.1	3.5

nr	MsrA act	Neddyl block	SKN-1 block	eLon inh
25	-5.0	i	-9.2	-1.2
26	0.4	i	-6.8	6.0
27	1.8	i	-1.3	0.7
28	-8.6	i	-10.7	-8.0
29	-0.7	i	18.6	8.6
30	-2.2	i	15.7	4.8
31	-1.8	i	-0.5	-2.3
32	-1.3	i	-2.3	-1.0
33	3.7	i	20.9	2.9
34	2.2	i	8.1	13.8
35	-4.2	i	5.9	-24.7
36	-8.7	i	-15.8	-1.6

Exported with bars between the fields: 2 of the compounds above.
nr | mol | NRP1-CendR mod | FAS TE block | MLLE-PAM2 inh | Rin1 Abl inh | MT1-MMP act inh | MsrA act | Neddyl block | SKN-1 block | eLon inh
11 | CCOC(=O)c1ccccc1NC(=O)CSc1ccc(-c2cccnc2)nn1 | -10.1 | 5.1 | 13.5 | 0.4 | -4.0 | -5.4 | i | -14.2 | -3.6
9 | COc1cccc(C(=O)NCC(=O)N/N=C/c2cccnc2)c1 | 6.2 | -9.2 | 1.7 | 1.4 | 1.6 | -6.6 | i | -5.2 | 4.3

Following part
nr	canonical_smiles	NRP1-CendR mod	FAS TE block	MLLE-PAM2 inh	Rin1 Abl inh	MT1-MMP act inh
37	CCOc1ccc(C(=O)CCC(=O)NCC(=O)Nc2ccc(F)c(F)c2F)cc1	11.8	0.4	12.9	2.9	0.0
38	S=C(NCCC1=CCCCC1)Nc1ccc(Cl)cc1	6.0	-2.6	-79.4	0.3	1.0
39	Cc1cccc(N(C)c2cc(-c3ccc(F)cc3)nc3ccnn23)c1	-0.9	6.0	3.6	-4.4	29.6
40	CC(NC(=O)c1cccs1)c1ccc2c(c1)OCO2 (centres undefined)	-12.1	-3.8	15.9	-0.1	7.1
41	Fc1ccc(CSc2ccc3nnc(-c4ccccn4)n3n2)cc1	11.1	-4.7	-4.5	-3.1	-0.4
42	COc1cccc(C2=NN(C(=O)c3ccco3)C(O)(C(F)(F)F)C2)c1 (centres undefined)	9.2	-3.9	-2.9	0.0	-4.8
43	COc1ccc2c(c1)C(=O)N(CCc1ccc(S(=O)(=O)NC(=O)NC3CCCCC3)cc1)C(=O)C2(C)C	-2.3	2.2	-7.7	4.8	1.6
44	CNc1ncnc2c1ncn2[C@H]1CN(Cc2ccc(F)cc2)C[C@@H](CO)O1	-11.9	-14.2	-3.3	1.9	2.8
45	O=C(N/N=C/c1coc2ccccc2c1=O)c1cn(-c2ccccc2)nc1-c1ccc(F)cc1	-2.9	7.6	6.3	-9.2	-0.8
46	CC(C)(O)C#CC#CCN1CCOCC1	7.1	-3.5	-17.5	0.2	-4.6
47	Cc1cc(C)c(S(=O)(=O)NCC23C=CC(O2)C2C(=O)N(c4ccccc4)C(=O)C23)c(C)c1 (centres undefined)	5.2	6.3	22.6	3.3	11.9
48	COc1cc(OC)cc(C(=O)NCCc2cnc[nH]2)c1	0.0	-7.5	-7.9	-0.2	3.1

nr	MsrA act	Neddyl block	SKN-1 block	eLon inh
37	-1.6	i	4.0	-11.8
38	-3.0	i	6.9	-1.6
39	-1.6	.	34.0	-12.9
40	-2.7	i	-8.6	-2.0
41	-5.7	i	-6.0	-1.1
42	-7.1	i	0.1	-24.1
43	-2.0	i	-0.3	-13.1
44	-7.3	i	-10.6	-10.6
45	-2.5	i	-8.2	-1.3
46	-11.2	i	6.2	-6.6
47	-3.3	i	0.5	-0.3
48	-2.0	i	6.6	7.7

Compounds from the list above that have a thiophene ring, fused or not, in the order listed:
nr	canonical_smiles	NRP1-CendR mod	FAS TE block	MLLE-PAM2 inh	Rin1 Abl inh	MT1-MMP act inh
2	Cn1nc(C(=O)Nc2sccc2C(N)=O)ccc1=O	-1.3	-7.2	-29.3	-3.4	4.0
8	CSc1ccccc1NC(=O)CN(C)C(=O)C(C)SCc1nc2sc(C)c(C)c2c(=O)[nH]1 (centres undefined)	-1.9	-2.5	9.4	2.8	-5.6
12	Cc1cc(C(=O)N/N=C(\CCC(=O)O)c2cccs2)c2ccccc2n1	-9.6	-3.8	15.6	-1.9	-0.7
25	CCc1c(C)sc(NC(=O)Cc2ccccc2C)c1C(=O)N1CCOCC1	13.3	0.1	27.4	1.3	-3.4
40	CC(NC(=O)c1cccs1)c1ccc2c(c1)OCO2 (centres undefined)	-12.1	-3.8	15.9	-0.1	7.1

nr	MsrA act	Neddyl block	SKN-1 block	eLon inh
2	-14.1	i	-16.6	-0.3
8	-1.0	i	3.1	1.5
12	-5.7	i	3.3	0.3
25	-5.0	i	-9.2	-1.2
40	-2.7	i	-8.6	-2.0

Screening data (PubChem BioAssay)
